Eya2 inh: inhibitors of human Eya2 phosphatase activity. O00167. hit rate 0.006% among 330,000. Potency, µM (highest dose often 76.9 µM), without a hit: at the highest dose activity, negative = inhibition, most hits filed as inhibitors. recombinant Eya2, OMFP fluorescence dephosphorylation (OMFP is methylfluorescein phosphate). AID 488837; further: potency means the concentration at half of the fitted maximal effect; on the % scale 0 is the no-effect control and ±100 the full control effect
Target sequence (O00167 whole entry, looked up): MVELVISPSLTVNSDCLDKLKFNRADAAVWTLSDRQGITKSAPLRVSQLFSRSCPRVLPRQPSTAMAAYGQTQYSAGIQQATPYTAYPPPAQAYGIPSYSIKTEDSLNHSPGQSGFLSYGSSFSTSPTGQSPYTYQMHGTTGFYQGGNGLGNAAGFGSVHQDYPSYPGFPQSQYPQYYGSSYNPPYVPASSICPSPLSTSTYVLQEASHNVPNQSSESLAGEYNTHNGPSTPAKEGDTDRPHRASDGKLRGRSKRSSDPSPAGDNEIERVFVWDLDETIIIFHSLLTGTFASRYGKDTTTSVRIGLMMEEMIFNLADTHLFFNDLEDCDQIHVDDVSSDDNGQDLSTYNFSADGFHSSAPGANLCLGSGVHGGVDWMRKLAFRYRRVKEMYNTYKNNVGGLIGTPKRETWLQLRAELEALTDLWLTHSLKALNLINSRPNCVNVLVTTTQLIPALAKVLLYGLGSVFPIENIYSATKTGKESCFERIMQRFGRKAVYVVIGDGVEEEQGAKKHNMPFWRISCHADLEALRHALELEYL
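Eya2 protein (added as 0.2 uM solution) was preincubated with compound for 10 min at ambient temperature in 50 mM HEPES pH 7.5, 50 mM NaCl, 5 uM MgCl2, 0.05% BSA, 1 mM DTT. OMFP (added at 50 uM) then reacted 10 min; fluorescence read at 485/525 nm.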
BRCA1 expr up: activators of BRCA1 expression; MCF7-BRCA1-FFLuc reporter, luminescence, 48 h; response scale: scaled: vehicle 0%, 10 µM genistein 100%; AID 624202; Potency, µM (doses to about 46.1 µM), for the others: at the highest dose activation, hits mostly activators; hit rate 1.1% among 380,000; further: potency means the concentration at half of the fitted maximal effect; nearly all actives have a fitted effect of over 80% in size; some results filed as inactive show a strong effect at the top dose
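Compounds are tested at multiple concentrations on MCF7 BRCA1-luciferase reporter cells seeded at 2000 per well; after 48 h, a single luminescence end-point is taken and curves fitted to the normalized data.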
uPA surface inh: blocks generation of uPA at the cell surface; Potency, µM (titrated, usually from 38.3 µM), for the others: top-dose activity change, negative = inhibition, actives largely listed as inhibitors; cell surface uPA generation assay, qHTS; hit rate 0.31% among 330,000; AID 540303; active means well fitted inhibition curve with a large enough effect; inconclusive means small, poorly fitted or top-dose-only effect; inactive means no such curve, though single readings can be large or run the other way; tested in mouse RAW 264.7 cells; further: potency means the concentration at half of the fitted maximal effect; on the % scale 0 is the no-effect control and ±100 the full control effect; nearly all actives have a fitted effect of over 55% in size
PTAP TSG101 blk: blocks PTAP/TSG101 interaction to inhibit HIV-1 budding; Q99816; Potency, µM (titrated, usually from 115 µM), inactives show at the highest dose activity change, negative = inhibition, usual class: inhibitors; Fluorescence polarization, FITC-PTAP peptide / Tsg101 binding; 340,000 tested, under 10 active; active means well fitted inhibition curve with a large enough effect in the main read-out, with a control signal flat, not every such curve was filed as active; inconclusive means small, poorly fitted or top-dose-only effect, or effect the other way, or a change in a side signal; inactive means no such curve, though single readings can be large or run the other way; further: potency means the concentration at half of the fitted maximal effect; % of control where 0% means no effect
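Tsg101 binding domain (10 uM final) was mixed with compound and a FITC-labeled PTAP peptide (50 nM final) in HEPES pH 7.5 buffer with NaCl, Tween 20, EDTA and TCEP; fluorescence polarization was read after 20 min at r.t.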
USP2a block: blocks human ubiquitin-specific protease USP2a. AID 463254. USP2 core, Ub-CHOP2 coupled fluorogenic reporter, 485/531. Potency, µM (series often up to 38.3 µM), inactives show top-dose activity change, negative = inhibition, usual class: inhibitors. O75604. hit rate 0.01% among 330,000;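 further: potency means the concentration at half of the fitted maximal effect; plate controls were DMSO wells for no effect and full inhibition by NEM control for full effect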
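Deubiquitinase activity read as fluorescence (485/531 nm) after Ub-CHOP2 cleavage activates the enterokinase reporter on its substrate; USP2 core 10nM, Ub-CHOP2 and substrate 25nM each, 30min compound preincubation then 60min RT; data normalized to NEM, curves fitted.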
B2AR arrestin: agonists driving beta-arrestin recruitment to human beta2-adrenergic receptor. P07550. beta-arrestin recruitment to beta2AR, cell-based reporter. Potency, µM (series often up to 46.1 µM), inactives show top-dose activation, actives largely listed as activators. hit rate 0.02% among 330,000;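 further: potency means the concentration at half of the fitted maximal effect; 0% = DMSO controls and full agonism = EC100 isoproterenol or metaproterenol; nearly all actives have a fitted effect of over 65% in size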
Target sequence (P07550 whole entry, looked up): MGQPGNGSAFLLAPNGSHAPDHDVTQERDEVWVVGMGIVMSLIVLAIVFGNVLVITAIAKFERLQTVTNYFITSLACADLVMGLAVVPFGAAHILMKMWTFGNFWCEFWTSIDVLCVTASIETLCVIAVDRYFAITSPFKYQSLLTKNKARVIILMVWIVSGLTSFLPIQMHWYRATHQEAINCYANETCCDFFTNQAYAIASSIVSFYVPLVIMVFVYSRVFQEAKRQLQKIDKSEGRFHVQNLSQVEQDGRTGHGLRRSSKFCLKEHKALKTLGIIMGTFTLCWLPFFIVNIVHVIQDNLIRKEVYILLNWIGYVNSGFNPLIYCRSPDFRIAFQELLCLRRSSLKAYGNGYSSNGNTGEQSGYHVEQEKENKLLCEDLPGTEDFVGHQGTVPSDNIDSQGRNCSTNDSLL
S-ASM inh: human S-ASM enzyme inhibition; placental ASM, HMU-PC fluorogenic substrate, 60 min; Potency, µM (titrated, usually from 57.5 µM), for inactives: at the highest dose activity change, negative = inhibition, hits mostly inhibitors; hit rate 0.006% among 340,000; AID 504937; further: potency means the concentration at half of the fitted maximal effect
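Fluorogenic HMU-PC substrate (9 uM final) is turned over by placental ASM in 60 min at 37 C after a 10 min compound preincubation. Reaction ended by alkaline stop (pH 10), with fluorescence read at 386/447 nm.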
p53 reactivator: re-activators of mutant p53; H1299 p53-A138V BP100-luciferase reporter, luminescence, 24 h; AID 504706; hit rate 0.063% among 320,000; Potency, µM (highest dose often 92.2 µM), inactives show top-dose activity change, positive = activation, most hits filed as activators; further: potency means the concentration at half of the fitted maximal effect; % of control where 0% means no effect; nearly all actives have a fitted effect of over 45% in size
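H1299 (p53-null), stable ts p53-A138V + BP100-Luc; 1000 cells/well, Opti-MEM/10% FBS; cpd 4 pt, 1:5; 24 h, 37 deg C, 5% CO2; detection reagent 10 min RT; luminescence.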
TRPV1 ag: activates the human vanilloid receptor TRPV1. hit rate 0.19% among 320,000. TRPV1-expressing cells, Fluo-8 calcium influx, agonist mode. activation, % at 8.33 µM. Q8NER1; in the data active means activation above about 80%; inconclusive means between about 30% and that limit; further: 0% is about no effect
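Fluo-8 calcium influx in TRPV1-expressing cells, kinetic read (ex 480/em 520 nm). Compound added and read 3 min for agonist activity, followed by capsaicin at EC20 final and 2 min further read for enhancement.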
Integrin act MD: activators of alpha7 integrin expression for muscular dystrophy; hit rate 0.064% among 350,000; alpha7betagal myoblasts, beta-gal FDG fluorescence, 48 h; Potency, µM (titrated, usually from 38.3 µM), for inactives: at the top dose activation, hits mostly activators;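 further: potency means the concentration at half of the fitted maximal effect; 100% = response of the positive control SU9516; nearly all actives have a fitted effect of over 60% in size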
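Alpha7betagal+/- myoblasts (passage 13) were plated 16-24 hr, then exposed to compounds (1:260 dilution of DMSO stock) for 48 hours at 37C. After MPER lysis, β-galactosidase reporter activity was read as FDG fluorescence (ex 480/em 540) after 30 minutes.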
ELG1 genotoxic: genotoxicity induction in ELG1-luciferase HEK293T cells. HEK293T ELG1-luciferase reporter, luminescence, 16 h. Potency, µM (highest dose often 46 µM), for the others: at the top dose activity change, positive = activation, hits mostly activators. hit rate 1.3% among 330,000. AID 504466; further: potency means the concentration at half of the fitted maximal effect; % of control where 0% means no effect; nearly all actives have a fitted effect of over 60% in size
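After overnight (16 hr) compound treatment at 37 °C, ELG1-luciferase HEK293T cells were lysed with ONE-Glo; luminescence quantified 30 min later at room temperature.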
* hit, by the source's call; i = inactive; ? = inconclusive; . = not tested or not shown; [ ] = remark or other dose. Unless noted, the call rests on the fitted dose curve; in most records, active means well fitted curve in the direction sought with a large enough effect; inconclusive means small, poorly fitted or top-dose-only effect, or another doubt; inactive means no such curve, though single readings can be large; an effect the other way counts as inactive or inconclusive.

Sequence of screens – Eya2 inh	BRCA1 expr up	uPA surface inh	PTAP TSG101 blk	USP2a block	B2AR arrestin	S-ASM inh	p53 reactivator	TRPV1 ag	Integrin act MD	ELG1 genotoxic
(1) COc1cccc(OC)c1C(=O)Nc1ccccc1C(=O)N1CCCCCC1
→ 7.8%	-6.0%	3.0%	1.1%	0.7%	-1.0%	-1.7%	28.8%	1.5	0.0%	-0.8%
(2) [O-]/C(=C(\C(=S)Nc1ccc(SC(F)F)cc1)[n+]1ccccc1)c1cc(Cl)ccc1Cl
→ 10.6%	-58.2%	-3.2%	1.9%	-2.4%	0.0%	-5.5%	2.9%	0.3	15.9%	-3.2%
(3) O=C(N/N=C/c1ccc2c(c1)OCO2)c1ccc(Cn2cc([N+](=O)[O-])cn2)o1
→ -0.2%	31.1%	0.6%	-1.2%	1.8%	0.0%	-2.0%	22.9%	6.7	2.3%	8.2%
(4) CCN(/N=C/c1ccc(Cl)cc1)c1cc(=O)n(C)c(=O)[nH]1
→ -1.0%	-20.1%	-6.1%	-0.2%	-0.4%	-0.5%	1.1%	-11.0%	3.2	8.1%	5.7%
(5) COc1cc(NS(=O)(=O)c2ccc(NC(=O)C3CCCO3)cc2)nc(OC)n1 (configuration not stated)
→ -0.9%	3.7%	.	-1.3%	-0.5%	-0.4%	-0.3%	-7.0%	0.1	2.7%	0.4%
(6) CCCSCC(=O)Nc1ncc2c(n1)-c1ccccc1CC2
→ -17.1%	49.9%	2.7%	-10.0%	4.1%	-0.1%	41.4%[activator]	-0.6%	10.4	?	-0.6%
(7) O=C(NCC(O)c1ccc([N+](=O)[O-])cc1)C(c1ccccc1)c1ccccc1 (configuration not stated)
→ -4.0%	-30.4%	0.5%	-3.6%	-0.3%	0.2%	-4.5%	-1.5%	-2.1	-2.1%	-0.9%
(8) O=C1C=C(NCc2ccc3c(c2)OCO3)CC(c2ccccc2)C1 (configuration not stated)
→ 11.4%	-9.9%	-10.2%	-0.5%	0.4%	-1.0%	3.0%	-1.1%	6.5	-36.4%	-3.1%
(9) CCCC(=O)Nc1ccc2nc(SCC(=O)Nc3nccs3)sc2c1
→ 14.3%	-2.7%	-1.1%	0.6%	1.7%	-0.4%	-1.3%	7.4%	2.4	-5.7%	1.2%
(10) C=C1CCC2[C@](C)(CO[C@@H]3O[C@H](CO)[C@@H](O)[C@H](O)[C@H]3O)CCC[C@@]2(C)[C@@H]1CCC1=CCOC1=O (some centres not stated)
→ -9.3%	-1.3%	-6.2%	-7.6%	-1.1%	0.2%	1.3%	4.0%	-0.1	-4.8%	-5.6%
(11) CCN(c1ccc(NC(=O)CCc2nc3sc4c(c3c(=O)[nH]2)CCCC4)cc1)C(C)C
→ -32.3%	-35.6%	-23.2%	-1.4%	-2.1%	-0.2%	.	-5.6%	18.4	-52.1%[inhibitor]	1.4%
(12) c1ccc(C2=Nc3ccccc3OC2)cc1
→ 1.9%	-32.2%	-13.4%	-5.2%	1.9%	2.6%	-2.5%	?	4.9	-17.4%	7.0%
(13) Cc1ccc(S(=O)(=O)Nc2c(C)n(C)n(-c3ccccc3)c2=O)cc1C(=O)OC(C)C(=O)c1ccccc1 (configuration not stated)
→ .	0.1%	5.01µM*	-7.5%	.	.	-1.4%	.	.	-8.4%	.
(14) CCOc1ccc(NC(=O)c2ccc(NC(=O)c3cn4c5c(c(N6CCN(C)CC6)c(F)cc5c3=O)OCC4C)cc2)cc1 (configuration not stated)
→ 2.3%	-40.2%	0.2%	-5.7%	1.0%	-0.2%	.	-6.5%	1.7	-2.5%	5.3%
(15) COc1ccccc1OCCn1c(SCC(N)=O)nc2ccccc21
→ 5.8%	-18.2%	-2.8%	-3.4%	0.9%	-0.9%	0.7%	-18.7%	4.9	5.4%	-4.2%
(16) COc1ccc(C(=O)Nc2cccc(C(=O)Nc3cc(C)ccn3)c2)cc1
→ .	94.8%	4.0%	-6.1%	.	.	-1.1%	.	.	1.5%	.
(17) CSc1nnc(-c2ccncc2)n1CCCN1CCCC1=O
→ -3.5%	-33.7%	.	-4.5%	-1.5%	-0.1%	-2.0%	-1.3%	3.2	-9.9%	-1.6%
(18) Cc1cccc2cc3c(nc12)SC(=NCC1CCCO1)N(Cc1ccco1)C3 (configuration not stated)
→ -13.8%	-37.0%	-7.6%	-4.9%	-10.5%	-0.2%	0.9%	-34.3%[inhibitor]	12.5	-42.1%	-5.9%
(19) CC1(C)OC(=O)C(=NNc2ccccc2)C(=O)O1
→ -12.5%	-16.3%	2.0%	0.1%	0.2%	0.1%	-1.7%	18.2%	-0.8	5.8%	-1.7%
(20) COc1cc(C=O)ccc1OC(=O)c1ccc(C(C)C)cc1
→ -4.7%	-10.9%	4.3%	2.7%	2.6%	-0.2%	-11.6%	2.1%	23.9	10.8%	-2.8%
(21) COc1cc2cc(CN(C(=O)Nc3ccccc3)C3CCCC3)c(=O)[nH]c2cc1OC
→ 12.3%[15.4 µM]	-16.7%	0.2%	-2.5%	1.4%	3.4%	-10.6%	-4.4%	0.2	12.7%	6.3%
(22) CCOC(=O)c1sc2nc(C(C)C)c3c(c2c1N)CCC3
→ 3.8%	-11.7%	1.9%	0.9%	6.8%	-0.3%	i	4.7%	4.7	14.5%	2.7%
(23) CCCOc1c(OC)cccc1C1CC(=O)Nc2cc(OC)c(OC)c(OC)c21 (configuration not stated)
→ -2.3%	-50.2%	-4.1%	-2.8%	-4.0%	0.0%	-1.3%	-3.1%	.	-2.5%	15.7%
(24) CCOC(=O)c1c(SCC(=O)Nc2nccs2)nc(C)c(C)c1C
→ -14.0%	?	-24.2%	-0.1%	-2.7%	0.3%	21.4%	?	4.8	1.3%	?
(25) Cc1ccc(N(CC(=O)N/N=C/c2ccco2)S(=O)(=O)c2ccccc2)cc1
→ -11.7%	-6.1%	12.5%	-15.3%	?	4.1%	-7.6%	-10.0%	-5.6	-19.6%	-6.6%
(26) COCCCNC(=O)c1ccc2nc3ccccc3c(=O)n2c1
→ 4.3%	-3.7%	.	-7.2%	-0.7%	0.0%	404.0%[activator]	?	-0.8	-5.0%[7.66 µM]	25.3%
(27) NC(=O)CC(NC(=O)Cc1ccc(Br)cc1)c1ccc(NCCN2CCCCC2)c([N+](=O)[O-])c1 (configuration not stated)
→ -11.2%	9.2%	5.2%	-1.2%	-1.3%	-1.3%	-5.2%	5.6%	1.6	-46.5%[inhibitor]	-0.9%
(28) CCN(C(=O)Cn1c(=O)oc2ccccc21)c1ccc(C)c(C)c1
→ 2.4%	-0.9%	12.5%	-6.8%	1.5%	-0.9%	-0.4%	-2.6%	2.9	-12.0%	-0.5%
(29) CCOC(=O)CSc1nnc(Cc2ccccc2)n1-c1ccc(C)cc1
→ -11.8%	-16.3%	-2.0%	-3.1%	-0.5%	-0.3%	2.9%	-1.3%	1.4	-8.1%	-0.4%
(30) COc1ccc2cc(-c3[nH]ncc3CN3CCCN(c4ccccc4)CC3)ccc2c1
→ -0.1%	-25.4%	-9.4%	-3.3%	-5.9%	0.1%	-1.9%	12.3%	1.1	-18.4%	0.1%
(31) O=C(CN(C(=O)Cn1nnc(-c2ccc(F)cc2)n1)C1CCCC1)NC1CCCC1
→ 11.1%	-18.1%	.	-4.2%	-0.1%	-0.3%	-2.6%	-5.1%	-5.6	1.9%[7.66 µM]	0.0%
(32) O=C(Nc1ccccc1OC(F)F)c1oc2ccccc2c1COc1ccccc1
→ -1.0%	-56.9%	10.5%	0.3%	4.1%	5.7%	0.7%	-4.2%	1.8	28.8%	7.8%
(33) Cc1ccc(S(=O)(=O)NC(=O)Nc2cccc(C)n2)cc1
→ 1.4%	-19.1%	0.7%	0.7%	-0.2%	-0.5%	9.1%	0.4%	2.7	0.3%	0.9%
(34) CSCCC(N=Cc1c(O)n(-c2ccc(F)cc2)c(=O)[nH]c1=O)C(=O)O (configuration not stated)
→ -0.6%	.	.	.	2.0%	11.1%	.	-1.9%	3.4	.	-4.3%
(35) COc1cc(-c2c(C#N)c(N)nc(SCc3ccncc3)c2C#N)cc(OC)c1OC
→ -11.0%	-59.1%	.	-5.7%	-0.4%	4.1%	4.7%	-3.5%	2.2	-26.4%	-5.6%
(36) Cc1ccc(NC(=O)CC(C)CC(=O)NCc2ccccc2)cc1Cl (configuration not stated)
→ -5.0%	1.6%	-14.5%	0.3%	0.6%	-0.1%	-1.1%	?	22.1	3.8%	-4.9%

Bioassay records (PubChem)
